# Screening data deposited in PubChem BioAssay by National Center for Advancing Translational Sciences (NCATS).
# GLP-1R agonist: GLP-1 receptor (human) agonism; P43220; HEK293 GLP-1R CRE-luciferase, luminescence, 4-6 h; cells express a hypersensitive GLP-1R form; Potency, µM (top dose mostly 45.6 µM), without a hit: at the top dose activation, actives largely listed as activators; 380,000 tested, 0.007% active; also: potency is read from the fitted curve at half-maximal effect; % of control where 0% means no effect
# aSyn yeast inh: inhibitors of alpha-synuclein toxicity in yeast | Yeast expressing alpha-synuclein, growth rescue, BacTiter-Glo, 24 h | Potency, µM (series often up to 46.1 µM), inactives show at the top dose growth rescue (activation), most hits filed as activators | 370,000 tested, 0.14% active | AID 652106; also: potency is read from the fitted curve at half-maximal effect; % of control where 0% means no effect; nearly all actives have a fitted effect of over 65% in size
#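 Screening used galactose-induced yeast with toxic alpha-synuclein levels, exposed to compound for 24 hr at 30 deg C. Cell growth, read with BacTiter-Glo luminescence, gave the measured signal.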
# TDP-43 yeast inh: TDP-43 toxicity inhibition in yeast; TDP-43 expressing yeast growth rescue, BacTiter-Glo, 24 h; Potency, µM (series often up to 46.1 µM), for inactives: top-dose growth rescue (activation), hits mostly activators; 410,000 tested, 1.8% active; also: potency is read from the fitted curve at half-maximal effect; % of control where 0% means no effect; nearly all actives have a fitted effect of over 50% in size
#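 Yeast cells expressing TDP-43 under galactose induction are exposed to compounds for 24 hr at 30 deg C. BacTiter-Glo luminescence measures growth, so protective compounds score as activators.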
# PTHR1 agonist: activates the human parathyroid hormone receptor PTHR1. Q03431. Potency, µM (doses to about 115 µM), without a hit: top-dose activation, actives largely listed as activators. 410,000 tested, 0.075% active. HEK293 GP2 PTHR1 cells, GloSensor cAMP luminescence, 1 h. AID 743266; also: potency is read from the fitted curve at half-maximal effect; nearly all actives have a fitted effect of over 55% in size; some results filed as inactive show a strong effect at the top dose; inactives centre near -15; many of its hits are not listed in these tables
# Target sequence (Q03431 whole entry, looked up): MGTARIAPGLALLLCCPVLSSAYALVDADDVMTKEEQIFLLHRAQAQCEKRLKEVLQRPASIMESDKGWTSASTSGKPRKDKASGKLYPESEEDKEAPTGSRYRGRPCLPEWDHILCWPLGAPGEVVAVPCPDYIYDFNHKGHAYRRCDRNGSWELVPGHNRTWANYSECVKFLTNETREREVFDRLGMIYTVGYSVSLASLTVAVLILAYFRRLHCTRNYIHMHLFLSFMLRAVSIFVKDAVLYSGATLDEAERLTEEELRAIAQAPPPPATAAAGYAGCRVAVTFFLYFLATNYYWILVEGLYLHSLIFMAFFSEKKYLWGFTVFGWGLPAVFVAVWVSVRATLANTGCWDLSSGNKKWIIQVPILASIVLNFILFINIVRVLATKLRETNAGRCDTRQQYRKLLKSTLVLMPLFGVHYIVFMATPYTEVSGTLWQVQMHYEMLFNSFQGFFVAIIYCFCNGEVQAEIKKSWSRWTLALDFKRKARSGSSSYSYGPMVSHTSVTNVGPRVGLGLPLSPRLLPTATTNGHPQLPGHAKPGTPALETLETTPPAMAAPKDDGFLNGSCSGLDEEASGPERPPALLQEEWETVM
#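 HEK-293-derived GP2 cells expressing PTHR1 and a GloSensor cAMP reporter, 3,000/well, plated overnight, given luciferin plus IBMX (each 0.5 mM as added) for 1 h at 37 °C, then compound for 1 h at 37 °C. Luminescence was read after 15 min at room temperature.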
# GLP1R inv ag: acts as inverse agonist at human GLP-1 receptor. HEK293 GLP-1R CRE-luciferase, luminescence, 24 h; GLP-1R form is constitutively active. Potency, µM (top dose mostly 38.3 µM), for the others: top-dose activity change, negative = inhibition, usual class: inhibitors. P43220. 410,000 tested, 1.6% active. AID 624417; also: potency is read from the fitted curve at half-maximal effect; % is scaled to controls: 0 for no effect and ±100 for the full control effect; nearly all actives have a fitted effect of over 55% in size
#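 Assay principle: reduced luminescence from a cAMP-responsive reporter in HEK293 cells co-expressing a constitutively active GLP-1R. Conditions: 24 hr compound incubation, 37 deg C, 5% CO2.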
# HEK293 tox: cytotoxicity in counter-screen for GLP-1R inverse agonists. Potency, µM (series often up to 38.3 µM), without a hit: top-dose activity change, negative = inhibition, usual class: inhibitors. HEK293 cAMP-luciferase reporter cells, luminescence, 24 h. AID 624418. 410,000 tested, 0.13% active;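 also: loss of luciferase light is scored as toxicity; potency is read from the fitted curve at half-maximal effect; % is scaled to controls: 0 for no effect and ±100 for the full control effect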
#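 A 23 nL compound transfer followed 12 hours of cell culture at 37 deg C; exposure then lasted 24 hr. Luciferase assay detection reagent was dispensed and plates read for luminescence after a 12 min room-temperature wait.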
# KB-V1 cytotox: KB-V1 MDR subline cytotoxicity. KB-V1 MDR cells viability, CellTiter-Glo, 72 h. Potency, µM (series often up to 46.1 µM), for the others: at the highest dose activity change, negative = cytotoxicity, hits mostly cytotoxic. 400,000 tested, 3.4% active. AID 1347076; also: potency is read from the fitted curve at half-maximal effect; % is scaled to controls: 0 for no effect and ±100 for the full control effect; nearly all actives have a fitted effect of over 60% in size
#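 In this primary screen, KB-V1 cells overexpressing P-gp are incubated with library compounds (lowest to highest concentration) for 72 h at 37 degrees C before a luminescent ATP viability read.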
# D3 ag: agonists of human D3 dopamine receptor | D3R DiscoveRx beta-arrestin cells, luminescence, 90 min | max activation, % | 410,000 tested, 0.58% active; in the data active = max activation above about 30%; also: 0% is about no effect; mostly tested at two doses, the higher about 12 µM
#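 Cells at 1500/well, incubated overnight, then treated with pinned compounds (dopamine as control) for 90 min at 37 degrees C. DiscoveRx reagent added for 30 - 60 minutes at room temperature; luminescence read.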
# D3 antag: antagonists of human D3 dopamine receptor; P35462; D3R cells, DiscoveRx beta-arrestin luminescence, antagonist mode; active compounds read low; max response, negative = inhibition, %; 360,000 tested, 2.5% active; AID 652054; in the data active = max response below about -50%; inconclusive = no clear call, values can overlap the other calls; also: % is scaled to controls: 0 for no effect and ±100 for the full control effect; mostly tested at two doses, the higher about 12 µM
#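 Cells plated overnight at 1500 cells/well, then exposed to library compounds with dopamine controls for 90 minutes at 37 degrees C. DiscoveRx reagent added for 30–60 minutes at room temperature; luminescence read, quantitative HTS format.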
# Active calls of the source: *; i = inactive; u = inconclusive; x = no result given; [ ] = remark or other dose. Unless noted, calls follow the shape of the dose curve; as a rule, active = well fitted curve in the direction sought with a large enough effect; inconclusive = small, poorly fitted or top-dose-only effect, or another doubt; inactive = no such curve, though single readings can be large; an effect the other way counts as inactive or inconclusive. Some of the compounds tested; count on the stated rates, not on these rows.
nr	SMILES	GLP1R inv ag	aSyn yeast inh	D3 antag	D3 ag	TDP-43 yeast inh
1	Cc1nn(CCC(=O)Nc2ccc(Cl)cc2)c(C)c1S(=O)(=O)N1CCCCC1	u	x	x	-10	10%
2	O=C(C1CCN(S(=O)(=O)c2ccccc2F)CC1)N1CCN(Cc2ccc3c(c2)OCO3)CC1	u	-6%	5	-8	3%
3	CC(C)[C@H](NC(=O)NCCc1ccc(F)cc1)C(=O)O	7%	0%	9	5	-1%
4	Cn1c(CCn2ccccc2=O)nc2cc(NC(=O)COc3ccccc3)ccc21	13%	-3%	1	4	2%
5	Cc1cc(S(=O)(=O)NC2CCCCC2)ccc1OCC(=O)NCc1cccnc1	2%	-1%	-14	0	-12%
6	Nc1cc(=O)[nH]c(SCC(=O)NCCC2=CCCCC2)n1	11%	-2%	7	-8	6%
7	Cc1ccc(NC(=O)CCC(=O)NNC(=O)NC2CCCCC2)c(C)c1	3%	3%	-5	11	-10%[0.397 µM]
8	COc1cccc(-c2nnn(CC(=O)N3CCC(C)CC3)n2)c1	0%	6%	-2	3	0%
9	CCOc1ccc(/C=C/c2nc(C#N)c(N3CCN(c4ccc(OC)cc4)CC3)o2)cc1	10%	x	x	-2	14%
10	COc1cccc(C(=O)CN2C(=O)C(C)(C)Oc3ccc(C(=O)N4CCOCC4)cc32)c1	2%	-3%	-7	-15	-10%
11	C=CCN(c1cccc(C(F)(F)F)c1)S(=O)(=O)c1cccc(C(=O)OCC(=O)NC(N)=O)c1	u	0%	-28	-17	10%
12	Cc1ccc(C(=O)N/N=c2\sc3ccccc3n2C)cc1	10%	6%	5	6	9%
13	CC1(C)Cc2ccccc2C(/C(=N\Nc2cccc(Cl)c2)C(N)=O)=N1	u	17%	-5	18	16µM*
14	Cc1ccc(S(=O)(=O)N2CCC(N3CCN(C)CC3)CC2)cc1Cl	2.5µM*	-2%	-24	-14	-9%
15	Cc1ccc([C@@H]2[C@@H]3C(=O)N(C)C(=O)[C@@H]3[C@]3(C)C(=O)N(Cc4ccccn4)CC(=O)N23)o1	3%	-2%	4	18	21%

nr	KB-V1 cytotox	HEK293 tox	PTHR1 agonist	GLP-1R agonist
1	x	-1%	-24%	x
2	u	-3%	-23%	-2%
3	0%	8%	-16%[57.5 µM]	1%
4	8%	1%	i	0%
5	-4%	-9%	u	13%
6	x	12%	i	-6%
7	0%	-5%	-8%	6%
8	1%	-7%	-7%	3%
9	x	6%	-11%	x
10	-26%	-6%	-5%	4%
11	u	-2%[1.53 µM]	-21%	16%
12	15%	-6%	i	1%
13	-23%	-11%	-12%	25%
14	-34%	29%	-3%	7%
15	8%	2%	-14%	-1%

# Remaining list, next part:
nr	SMILES	GLP1R inv ag	aSyn yeast inh	D3 antag	D3 ag	TDP-43 yeast inh
16	C=CCOc1cccc(/C=C\c2nc(O)c([N+](=O)[O-])c(=O)[nH]2)c1	3%	-5%	-1	22	0%
17	CC(OC(=O)C1=COCCO1)C(=O)NC1CCCCC1 (stereo unspecified)	-11%	14%	-15	1	4%
18	O=C(CCS(=O)(=O)c1cc(Br)cc2c1N(C(=O)C1CC1)CC2)N1CCN(c2cccc(C(F)(F)F)c2)CC1	15%	x	x	-8	13%
19	COc1cccc2[nH]c(=O)c(-c3ccccc3)cc12	20%	3%	-10	2	u
20	O=S(=O)(Nc1ccccc1F)c1cccc(NC(=S)NCCN2CCOCC2)c1	7%	-32%[inhibitor]	-9	-1	-9%
21	CCOC(=O)N1CCC2(O)CCCCC2C1c1ccc(F)cc1 (stereo unspecified)	-1%	3%	5	4	-1%
22	O=C1C2C3c4ccccc4C(c4ccccc43)C2C(=O)N1/N=C/c1cccc(O)c1 (stereo unspecified)	0%	-2%	29	5	-9%
23	Cc1ccc(S(=O)(=O)N2CCN(CC(=O)NC3CCCc4ccccc43)CC2)c(C)c1 (stereo unspecified)	0%	17%	-7	-28	-11%
24	NCCCC[C@@H](C(=O)N1CCNCC1)n1cc(CCC(=O)O)nn1	5%	-6%	23	5	-5%
25	O=C(OCCc1cc2ccccc2c(=O)o1)c1ccco1	5%	-10%	0	0	7%
26	COc1ccc(OC[C@@H](O)CNC(=O)c2cccc3c2C(=O)c2ccc(Cl)cc2S3(=O)=O)cc1	20%	-1%	-13	-3	-2%
27	COc1ccc(OC)c(N(CC(=O)NCCSCc2ccc(C)cc2)S(C)(=O)=O)c1	-28%	4%	u	-8	-14%
28	CN1CCN(CC(=O)N2c3ccccc3C(C)(c3ccc(Cl)cc3)CC2(C)C)CC1 (stereo unspecified)	u	-7%	-26	-22	22%
29	NC(=S)N/N=C1\CCOc2ccc(Cl)cc21	u	3%	-13	-9	5%
30	CC1CN(C(=O)c2ccc(Oc3ccccc3)cc2)CC(C)O1 (stereo unspecified)	-24%	8%	-23	-3	x

nr	KB-V1 cytotox	HEK293 tox	PTHR1 agonist	GLP-1R agonist
16	-22%	-11%	-8%	-1%
17	19%	-12%	-23%	-3%
18	-9%	14%	-40%[inhibitor]	x
19	u	1%	-9%	7%
20	5%	6%	-7%	-3%
21	-3%	2%	i	0%
22	u	4%	-15%[57.5 µM]	3%
23	4.1µM*	2%	u	6%
24	-1%	10%	-10%	-3%
25	10%	20%	-27%	15%
26	-5%	7%	-71%[inhibitor]	9%
27	u	-1%	-33%[inhibitor]	-8%
28	-13%	-1%	i	13%
29	u	u	15%	-3%
30	3%	-4%	i	0%

# Five compounds drawn at random from those above, as already listed:
nr	SMILES	GLP1R inv ag	aSyn yeast inh	D3 antag	D3 ag	TDP-43 yeast inh
15	Cc1ccc([C@@H]2[C@@H]3C(=O)N(C)C(=O)[C@@H]3[C@]3(C)C(=O)N(Cc4ccccn4)CC(=O)N23)o1	3%	-2%	4	18	21%
10	COc1cccc(C(=O)CN2C(=O)C(C)(C)Oc3ccc(C(=O)N4CCOCC4)cc32)c1	2%	-3%	-7	-15	-10%
29	NC(=S)N/N=C1\CCOc2ccc(Cl)cc21	u	3%	-13	-9	5%
26	COc1ccc(OC[C@@H](O)CNC(=O)c2cccc3c2C(=O)c2ccc(Cl)cc2S3(=O)=O)cc1	20%	-1%	-13	-3	-2%
21	CCOC(=O)N1CCC2(O)CCCCC2C1c1ccc(F)cc1 (stereo unspecified)	-1%	3%	5	4	-1%

nr	KB-V1 cytotox	HEK293 tox	PTHR1 agonist	GLP-1R agonist
15	8%	2%	-14%	-1%
10	-26%	-6%	-5%	4%
29	u	u	15%	-3%
26	-5%	7%	-71%[inhibitor]	9%
21	-3%	2%	i	0%

# (continued)
nr	SMILES	GLP1R inv ag	aSyn yeast inh	D3 antag	D3 ag	TDP-43 yeast inh
31	Cc1ccccc1NC(=O)CSc1[nH]c(=O)cc(C)c1C#N	13%	4%	2	-1	-14%
32	Cc1cc(C(=O)Nc2ccc(Cl)cc2)on1	4%	0%	17	-4	21%
33	COc1ccccc1NC(=O)N1CCCC1C(=O)NCc1ccccc1 (stereo unspecified)	-57%	0%	-26	0	-3%
34	CCOC(=O)c1ccccc1NC(=O)COC(=O)CN1C(=O)C2CC=CCC2C1=O (stereo unspecified)	7%	4%	-12	-3	-15%
35	Cc1cc2c(cc1C)N(C(=O)CN1C(=O)c3ccccc3C1=O)C(C)(C)c1ssc(=S)c1-2	u	0%	u	-2	-8%
36	Cc1cccc2sc(N(Cc3cccnc3)C(=O)c3ccco3)nc12	-7%	x	x	-7	18µM*
37	COC(=O)c1sc2ncccc2c1OCc1c(Cl)cccc1Cl	0%	3%	-4	3	0%
38	Clc1ccc(CNc2ncnc3[nH]ncc23)c(Cl)c1	0%	-7%	16	7	2%

nr	KB-V1 cytotox	HEK293 tox	PTHR1 agonist	GLP-1R agonist
31	-27%	0%	-28%	-3%
32	u	-8%	i	2%
33	4%	-10%	4%[57.5 µM]	2%
34	x	13%	i	9%
35	u	-1%	i	-5%
36	x	-6%	i	x
37	12%	-18%	-3%	-4%
38	1%	-18%	-39%[inhibitor]	11%
